Compound activity as filed in PubChem BioAssay.
GSK3A inh = inhibitors of human GSK-3 alpha kinase; P49840; ADP-Glo luminescence, 60 min; inhibition, % at 10 µM; actives 0.1% (n = 320,000);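 in the data active means inhibition above about 50%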;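 further: GST-tagged GSK-3 alpha with peptide substrate and 25 µM ATP; 0% = DMSO neutral wells and 100% = GW8510 positive control wells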
Target sequence (P49840 whole entry, looked up): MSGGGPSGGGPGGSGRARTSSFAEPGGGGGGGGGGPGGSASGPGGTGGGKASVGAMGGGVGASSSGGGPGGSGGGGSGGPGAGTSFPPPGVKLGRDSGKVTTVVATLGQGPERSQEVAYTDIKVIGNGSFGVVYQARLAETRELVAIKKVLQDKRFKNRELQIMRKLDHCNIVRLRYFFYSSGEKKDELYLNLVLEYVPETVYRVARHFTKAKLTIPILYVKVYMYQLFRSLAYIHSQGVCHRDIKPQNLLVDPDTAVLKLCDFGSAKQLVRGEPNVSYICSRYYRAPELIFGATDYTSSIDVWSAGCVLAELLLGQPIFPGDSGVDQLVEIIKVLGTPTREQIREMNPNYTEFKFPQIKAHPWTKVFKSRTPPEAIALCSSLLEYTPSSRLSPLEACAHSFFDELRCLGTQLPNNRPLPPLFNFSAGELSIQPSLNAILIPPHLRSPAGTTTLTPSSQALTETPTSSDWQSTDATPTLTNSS
HSF1 inh = HSF1 inhibition | AID 2098 | activity change, negative = inhibition, % at 7.5 µM (by protocol) | NIH3T3-HGL HSE-luciferase, MG132-induced, luminescence 8 h; hits give low values | actives 0.77% (n = 300,000);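 active means more than half of replicate wells show activity change below -50%, luminescence cut by over half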;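 further: luciferase reports HSF-1 transcriptional activity via heat shock element; 0% = median of DMSO wells and -100% = zero luminescence signal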
GSK3B inh = blocks human GSK3beta kinase activity | P49841 | GST-GSK3beta kinase, ADP-Glo luminescence, 60 min; hits give low values | activity score (negative = inhibition), % at 10 µM | actives 0.038% (n = 300,000);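 active means more than half of replicate wells score below -50%, meaning over 50% inhibition versus plate controls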;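 further: 0% = median DMSO wells and -100% = median GW8510 positive control wells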
Target sequence (P49841 whole entry, looked up): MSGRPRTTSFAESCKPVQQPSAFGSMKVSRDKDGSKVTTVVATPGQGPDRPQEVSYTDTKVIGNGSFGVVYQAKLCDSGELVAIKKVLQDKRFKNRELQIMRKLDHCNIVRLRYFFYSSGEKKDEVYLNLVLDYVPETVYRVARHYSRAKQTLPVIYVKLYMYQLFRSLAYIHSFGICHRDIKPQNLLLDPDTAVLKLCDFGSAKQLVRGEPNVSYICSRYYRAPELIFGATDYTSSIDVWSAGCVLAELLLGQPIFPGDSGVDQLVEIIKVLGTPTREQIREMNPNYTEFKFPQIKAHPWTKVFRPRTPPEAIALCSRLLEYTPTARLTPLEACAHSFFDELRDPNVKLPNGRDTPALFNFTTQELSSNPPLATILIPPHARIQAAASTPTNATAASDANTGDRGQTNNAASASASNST
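Test system: GST-fused GSK3beta enzyme, cell-free | Quantity: 1.6 ng GST-GSK3beta enzyme per well | Reagent: 25 µM ATP with peptide substrate | Schedule: 60 min enzyme reaction, room temperature | Signal: Luminescent ADP-Glo measurement of ADP formed | Read-out basis: Score relative to plate controls | Control set: DMSO and 20 µM GW8510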
AI-2 QS mod = modulates the Vibrio harveyi AI-2 quorum sensing system; Vibrio harveyi JMH597 AI-2 luminescence/OD600 ratio, 9 h; hits give low values; strain lacks LuxN and CqsS sensors; 0 = neutral-control median; activity change, % at 7.5 µM; actives 0.4% (n = 300,000); AID 2094; in the data active means activity change below about -75%, passing the limit was not always enough;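 further: luminescence divided by OD600 gain over 9 h not by final OD600 alone; inactives centre near 13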
PolyA inhibitor = inhibitors of polyadenylation in S. cerevisiae; calls only at 12 µM; actives 0.02% (n = 300,000); S. cerevisiae SKY197-pL101 polyadenylation reporter, beta-gal luminescence; efflux-impaired pdr1/pdr3 knockout yeast; score 100 = 6 SD above DMSO;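 active means lowest replicate activity score at least 50, where 100 means six control SD above control mean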;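 further: yeast exposed to compound for 9 h at 30 °C; higher score means more reporter readthrough which indicates perturbed polyadenylation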
aSyn UTR inh = MLPCN primary screen, SNCA 5' untranslated region; alpha-synuclein 5'UTR reporter, inhibitor activity; inhibition, % (tested at 7.5 µM); AID 1813; actives 0.82% (n = 300,000); in the data active means inhibition above about 60%;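 further: H4 neuroglioblastoma cells stably carrying SNCA 5'UTR luciferase fusion; 0% = DMSO wells and 100% = positive control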
HSF1 activator = increases HSF-1 driven luciferase reporter signal. AID 504408. NIH3T3-HGL HSF-1 luciferase reporter, MG132, 8 h; 100% = twice DMSO control signal. actives 1.7% (n = 300,000). activation, % at 9 µM;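 active means mean replicate activation of at least 50% with a set share of replicates each reaching 50%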;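 further: 0% = median of the neutral control wells and 100% = twice that signal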
HSP90 inh = inhibitors of HSP90 luciferase refolding in rabbit reticulocyte lysate; actives 0.91% (n = 290,000); luciferase refolding luminescence, 3 h; inhibition, % at 5.6 µM;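 active means inhibition above the screen-wide mean plus 3 SD, computed separately per campaign, cut at about 16% in these data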;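 further: 0% = DMSO wells and 100% = 60 µM geldanamycin wells; inhibitors lower the luminescence because luciferase stays unfolded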
KLF5 inh = kruppel-like factor 5 inhibition. DLD-1 KLF5 promoter-luciferase reporter, luminescence. actives 0.23% (n = 290,000). inhibition, % at 5 µM;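 active means inhibition above a per-plate limit of that plate's mean compound inhibition plus 3 SD, cut at about 60% in these data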;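 further: 0% = DMSO wells and 100% = LY294002 at 200 µM; higher means less KLF5 promoter-driven luciferase light; inactives centre near -14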
IEC-6 tox = kills IEC-6 intestinal cells in KLF5 counter-screen. IEC-6 cytotoxicity, luminescence viability. inhibition, % at 5 µM. actives 0.78% (n = 290,000). AID 1825; in the data active means inhibition above about 22%;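 further: 0% = plate median of test compound wells and 100% = cytotoxic reference compound wells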
* = called active by the depositor.

Screening COc1ccc(C(=O)N2CCN(c3nc(C4CC4)nc4sc(C)c(C)c34)CC2)cc1 returned GSK3A inh -0.1, HSF1 inh 8.5, GSK3B inh -7.5, AI-2 QS mod 7.8, PolyA inhibitor inactive, aSyn UTR inh 19.1, HSF1 activator 5.9, HSP90 inh 3.7, KLF5 inh -12.9 and IEC-6 tox -2.6.
For COc1ccc(C2NC(=O)NC(C)=C2[N+](=O)[O-])cc1OC (stereo unspecified) the results were GSK3A inh -1.2, HSF1 inh 0.7, GSK3B inh 1.7, AI-2 QS mod 8.3, PolyA inhibitor inactive, aSyn UTR inh -1.8, HSF1 activator -6.6, HSP90 inh 1.3, KLF5 inh -13.1 and IEC-6 tox 0.9.
CCS(=O)(=O)c1nc2ccccc2n1Cc1ccccn1 was read as GSK3A inh -1.7, HSF1 inh -7.9, GSK3B inh 1.4, AI-2 QS mod 3.3, PolyA inhibitor inactive, aSyn UTR inh 7.6, HSF1 activator 8.5, HSP90 inh -3.3, KLF5 inh -22.6 and IEC-6 tox -1.5.
COC(=O)CCn1nnc(-c2ccc(C(C)C)cc2)n1 was read as GSK3A inh -0.1, HSF1 inh -6.8, GSK3B inh -0.4, AI-2 QS mod -1.4, PolyA inhibitor inactive, aSyn UTR inh 119.1*, HSF1 activator 3.7, HSP90 inh -1.1, KLF5 inh 44.6 and IEC-6 tox -4.5.
For COc1cc(/C=N/NC(=O)c2c(C)nc3ccc(Cl)cn23)cc(OC)c1OC the results were GSK3A inh -1.8, HSF1 inh 7.6, GSK3B inh -0.3, AI-2 QS mod 8.5, PolyA inhibitor inactive, aSyn UTR inh -11.1, HSF1 activator 17.5, HSP90 inh 0.4, KLF5 inh -29.1 and IEC-6 tox 3.9.
COc1ccc(NC(=O)CSCC(=O)NC2(C)CCS(=O)(=O)C2)cc1 (stereo unspecified) was read as GSK3A inh 0.0, HSF1 inh -5.0, GSK3B inh -1.4, AI-2 QS mod 14.0, PolyA inhibitor inactive, aSyn UTR inh 14.7, HSF1 activator -15.4, HSP90 inh 1.8, KLF5 inh 13.8 and IEC-6 tox 1.9.
For Cc1ccc(NC(=O)c2oc3c(c2C)C(=O)CC(C)(C)C3)cc1 the results were GSK3A inh 1.8, GSK3B inh -1.7, AI-2 QS mod 17.3, aSyn UTR inh 0.9, HSP90 inh 2.2, KLF5 inh -28.0 and IEC-6 tox 4.4.
CC1CN(C(=O)CN2C(=O)NC3(CCCCCC3)C2=O)CC(C)O1 (stereo unspecified) was read as GSK3A inh 2.3, HSF1 inh -1.3, GSK3B inh 3.8, AI-2 QS mod 23.9, PolyA inhibitor inactive, aSyn UTR inh 15.4, HSF1 activator 18.0, HSP90 inh -2.8, KLF5 inh -13.9 and IEC-6 tox -5.0.
CC(=O)N(CN1C(=O)C2C3C=CC(C3)C2C1=O)c1cccc(Cl)c1 (stereo unspecified) was read as GSK3A inh -0.3, HSF1 inh -3.4, GSK3B inh -0.5, AI-2 QS mod 3.3, PolyA inhibitor inactive, aSyn UTR inh 11.4, HSF1 activator -13.1, HSP90 inh 1.1, KLF5 inh -7.3 and IEC-6 tox 0.6.
Screening O=C(CSc1ccc(Cl)cc1)Nc1ccc(C2SCCS2)cc1 returned GSK3A inh -1.8, HSF1 inh 16.8, GSK3B inh -0.3, AI-2 QS mod 20.4, PolyA inhibitor inactive, aSyn UTR inh -25.8, HSF1 activator 33.9, HSP90 inh 5.0, KLF5 inh -14.0 and IEC-6 tox 1.9.
For CCCCn1c(N)c(N(CC(C)C)C(=O)c2cc(=O)[nH]c3ccccc23)c(=O)[nH]c1=O the results were GSK3A inh 0.7, HSF1 inh -4.7, GSK3B inh 1.7, AI-2 QS mod 19.4, PolyA inhibitor inactive, aSyn UTR inh 21.7 and HSF1 activator 1.3.
`Cc1[nH]c2ccccc2c1SCC(=O)N1CCCc2ccccc21` gave GSK3A inh -0.2, HSF1 inh -2.4, GSK3B inh -12.5, AI-2 QS mod 1.2, PolyA inhibitor inactive, aSyn UTR inh 24.2, HSF1 activator 1.7, HSP90 inh 1.3, KLF5 inh 10.1 and IEC-6 tox -8.0.
Cc1cc(C)c2c(N)c(C(=O)c3ccc(Cl)cc3)sc2n1 was read as GSK3A inh 2.1, HSF1 inh 1.9, GSK3B inh -2.9, AI-2 QS mod 26.8, PolyA inhibitor inactive, aSyn UTR inh -56.4, HSF1 activator 20.8, HSP90 inh -0.7, KLF5 inh -8.7 and IEC-6 tox 10.1.
For COC(=O)C1CCN(C(=O)Cn2nnc(-c3ccccc3)n2)CC1 the results were GSK3A inh -2.5, HSF1 inh -1.3, GSK3B inh -6.9, AI-2 QS mod -24.8, PolyA inhibitor inactive, aSyn UTR inh -5.7, HSF1 activator -6.7, HSP90 inh -2.5, KLF5 inh -4.3 and IEC-6 tox -2.2.
Screening O=C(CNC(=O)N1CC(=O)Nc2ccccc21)NCCc1cccc(F)c1 returned GSK3A inh 6.9, HSF1 inh 1.0, GSK3B inh 1.0, AI-2 QS mod 12.9, PolyA inhibitor inactive, aSyn UTR inh -17.3, HSF1 activator 4.8, HSP90 inh -4.0, KLF5 inh -34.4 and IEC-6 tox 0.1.
`CCN(Cc1ccccc1)C(=O)CSc1nncn1C` gave GSK3A inh -3.0, HSF1 inh -5.3, GSK3B inh 0.0, AI-2 QS mod 16.2, PolyA inhibitor inactive, aSyn UTR inh 10.7, HSF1 activator 2.0, HSP90 inh -0.3, KLF5 inh -8.6 and IEC-6 tox -4.8.
For NNS(=O)(=O)c1ccc(N2CCCC2=O)c([N+](=O)[O-])c1 the results were GSK3A inh -1.8, HSF1 inh -1.0, GSK3B inh -4.9, AI-2 QS mod -4.5, PolyA inhibitor inactive, aSyn UTR inh -18.3, HSF1 activator 10.0, HSP90 inh 1.4, KLF5 inh 9.1 and IEC-6 tox 0.0.
O=C(Cc1ccsc1)NNC(=O)c1cccc(Cl)c1 was read as GSK3A inh -1.4, HSF1 inh 1.4, GSK3B inh 2.0, AI-2 QS mod 10.2, PolyA inhibitor inactive, aSyn UTR inh -14.5, HSF1 activator -5.4, HSP90 inh -1.0, KLF5 inh -16.5 and IEC-6 tox 2.4.
For COc1ccc(-c2ccc3c(N)c(C(=O)c4ccc(OC)c(OC)c4)sc3n2)cc1 the results were GSK3A inh -2.0, HSF1 inh -1.1, GSK3B inh 4.4, AI-2 QS mod 12.4, PolyA inhibitor inactive, aSyn UTR inh -25.1, HSF1 activator -10.6, HSP90 inh -0.4, KLF5 inh -78.9 and IEC-6 tox 2.7.
For CCCCOC(=O)Nc1cc(Cl)ccc1C the results were GSK3A inh 2.2, HSF1 inh 8.1, GSK3B inh 1.9, AI-2 QS mod 3.0, PolyA inhibitor inactive, aSyn UTR inh -12.3, HSF1 activator 6.1, HSP90 inh -3.3, KLF5 inh -28.5 and IEC-6 tox -7.0.

The closing 2 compounds of the section above come first, to join the parts:
For COc1ccc(-c2ccc3c(N)c(C(=O)c4ccc(OC)c(OC)c4)sc3n2)cc1 the results were GSK3A inh -2.0, HSF1 inh -1.1, GSK3B inh 4.4, AI-2 QS mod 12.4, PolyA inhibitor inactive, aSyn UTR inh -25.1, HSF1 activator -10.6, HSP90 inh -0.4, KLF5 inh -78.9 and IEC-6 tox 2.7.
For CCCCOC(=O)Nc1cc(Cl)ccc1C the results were GSK3A inh 2.2, HSF1 inh 8.1, GSK3B inh 1.9, AI-2 QS mod 3.0, PolyA inhibitor inactive, aSyn UTR inh -12.3, HSF1 activator 6.1, HSP90 inh -3.3, KLF5 inh -28.5 and IEC-6 tox -7.0.
Screening CCCCCC(=O)Nc1nc(C)c(-c2csc(Nc3cc(Cl)ccc3C)n2)s1 returned GSK3A inh 5.2, HSF1 inh 0.8, GSK3B inh 3.0, AI-2 QS mod 22.4, PolyA inhibitor inactive, aSyn UTR inh -16.5, HSF1 activator -4.1, HSP90 inh 0.3, KLF5 inh -11.6 and IEC-6 tox -0.7.
`CCOC(=O)c1csc(NC(=O)c2ccc(S(=O)(=O)N(CC)CC)cc2)n1` gave GSK3A inh 0.9, HSF1 inh 4.9, GSK3B inh 7.9, AI-2 QS mod 10.1, PolyA inhibitor inactive, aSyn UTR inh -11.7, HSF1 activator -1.8, HSP90 inh 2.6, KLF5 inh -28.7 and IEC-6 tox -0.3.
`COc1ccc(Oc2ccc(N/C=C/C(=O)C(C)(C)C)cc2)cc1` gave GSK3A inh -4.1, HSF1 inh 13.6, GSK3B inh 2.2, AI-2 QS mod 18.4, PolyA inhibitor inactive, aSyn UTR inh -18.1, HSF1 activator 21.9, HSP90 inh 2.4, KLF5 inh 11.7 and IEC-6 tox -1.2.
For O=C(O)c1ccc(NS(=O)(=O)c2cc(Cl)sc2Cl)cc1 the results were GSK3A inh -3.8, HSF1 inh -5.3, PolyA inhibitor inactive, aSyn UTR inh -0.8, HSF1 activator 6.5, HSP90 inh -3.9, KLF5 inh -14.1 and IEC-6 tox 3.8.
O=C(NCC(=O)N(c1ccccc1F)C(C(=O)NC1CCCC1)c1ccco1)c1ccco1 (stereo unspecified) was read as GSK3A inh -3.6, HSF1 inh -4.1, GSK3B inh 4.3, AI-2 QS mod 10.5, PolyA inhibitor inactive, aSyn UTR inh -1.0, HSF1 activator -5.6, HSP90 inh -0.1, KLF5 inh -9.3 and IEC-6 tox -4.7.
Screening N#Cc1c(N)nc2c(c1N)CC(CO)O2 (stereo unspecified) returned GSK3A inh 2.1, HSF1 inh -4.5, GSK3B inh -5.1, AI-2 QS mod -4.2, PolyA inhibitor inactive, aSyn UTR inh -18.4, HSF1 activator 5.3, HSP90 inh 1.6, KLF5 inh -16.5 and IEC-6 tox -1.7.
COc1ccc(OC)c(C2C(C(N)=O)=C(C)Nc3nc(CCCO)nn32)c1 (stereo unspecified) was read as GSK3A inh 0.8, HSF1 inh -1.4, GSK3B inh 0.3, AI-2 QS mod 35.6, PolyA inhibitor inactive, aSyn UTR inh 5.2, HSF1 activator -0.2, HSP90 inh -2.1, KLF5 inh -18.5 and IEC-6 tox -1.3.
For CC(=O)OC(C(=O)N1CCN(c2ccc(F)cc2)CC1)c1ccccc1 (stereo unspecified) the results were GSK3A inh -1.7, HSF1 inh -2.6, GSK3B inh -2.8, AI-2 QS mod 12.4, PolyA inhibitor inactive, aSyn UTR inh 16.3, HSF1 activator -7.0, HSP90 inh 2.6, KLF5 inh -21.0 and IEC-6 tox -2.7.
O=C(O)c1ccc2c(c1Sc1ccccc1)C(=O)c1ccccc1C2=O was read as GSK3A inh 11.7, HSF1 inh 0.0, GSK3B inh 2.3, AI-2 QS mod 14.8, PolyA inhibitor inactive, aSyn UTR inh 7.9, HSF1 activator 0.8, HSP90 inh -0.3, KLF5 inh -22.1 and IEC-6 tox -1.7.
Screening O=S(=O)(Cc1ccccc1)Nc1ccc(F)cc1 returned GSK3A inh -1.5, HSF1 inh -7.9, GSK3B inh -0.6, AI-2 QS mod 3.4, PolyA inhibitor inactive, aSyn UTR inh 4.3, HSF1 activator -0.5, HSP90 inh 1.1, KLF5 inh -27.5 and IEC-6 tox 1.1.

An excerpt (hit frequency here may not be typical).
